FXN GAA850 act: activators of GAA850 frataxin (FXN) promoter | 0.56% of 360,000 active | activation, % at 6 µM | HEK293 lucGAA850 FXN promoter luciferase reporter, 24 h; percent of 10 µM SAHA response | AID 540364;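 active = activation above the average of all compounds screened plus 3 SD, cutoff fixed separately per campaign, cut at about 7.5% in these data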;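 also: 0% = DMSO wells and 100% = 10 µM SAHA wells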
DAX1 inh-1: inhibitors of DAX1 repression of SF-1 activated StAR promoter; AID 652010; inhibition, % at 6.8 µM; 1.1% of 370,000 active; HEK293T StAR-luciferase reporter, SF-1/DAX-1 repression relief;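 active = inhibition above the mean over all tested compounds plus 3 SD, cut at about 3.6% in these data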;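 also: 0% = DAX-1 cells with DMSO and 100% = cells lacking DAX-1 with DMSO; higher inhibition means more luminescence from relief of DAX-1 repression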
ADAM17 inh: ADAM17 inhibition, QFRET primary screen; inhibition, % at 6.95 µM; 0.83% of 370,000 active; recombinant ADAM17, EDANS/DABCYL FRET peptide cleavage; P78536;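 active = inhibition above the mean of compounds lying between control limits plus 3 SD, set per campaign, cut at about 8.5% in these data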;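 also: 0% = DMSO-only wells as the low control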
HGIII-sPLA2 inh: Inhibits HGIII-sPLA2 liposome hydrolysis, primary screen. Q9NZ20. inhibition, % at 12.2 µM. AID 743126. 0.56% of 370,000 active. QFRET BODIPY PC-A2 liposome hydrolysis, fluorescence;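 active = inhibition above mean plus 3 SD of compounds lying within the high and low control bounds, cut at about 19% in these data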;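 also: 0% = median of test compound wells and 100% = no enzyme DMSO wells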
ADAM10 inh: ADAM10 inhibition, QFRET primary screen | AID 720582 | inhibition, % at 7 µM | O14672 | recombinant ADAM10, EDANS/DABCYL FRET peptide cleavage, 3 h | 0.62% of 370,000 active;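 active = inhibition above a per-campaign cutoff equal to the mean of compounds falling between control-based bounds plus 3 SD, cut at about 20% in these data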;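 also: 0% = DMSO wells while the 100% control is not disclosed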
PLCg1 inh: blocks human PLC-gamma1 enzyme activity | purified PLC-gamma1, fluorogenic substrate, fluorescence | inhibition, % at 12.2 µM | P19174 | 0.84% of 370,000 active; in the data active = inhibition above about 9.5%
ssDAF12 agonist: activates DAF-12 receptor from parasite S. stercoralis; activation, % at 6.8 µM; AID 652126; HEK293 ssDAF-12/GRIP1 lit1-tk-luc reporter, luminescence; % of 3 µM dafachronic acid response; 1% of 370,000 active;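 active = activation above the mean over all tested compounds plus 3 SD, cut at about 0.9% in these data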;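 also: 0% = DMSO-only wells and 100% = 3 µM delta7-dafachronic acid wells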
hcDAF-12 act: H. contortus DAF-12 activation, primary screen. activation, % at 6.8 µM. 1.4% of 370,000 active. HEK293 hcDAF-12 lit1-tk-luc reporter, luminescence; 0% DMSO, 100% Δ7-dafachronic acid. AID 652067;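 active = activation above the mean of all tested compounds plus 3 SD, cut at about 5.5% in these data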;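 also: 100% = response to 3 µM Δ7-dafachronic acid high control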
PLC-beta3 inh: inhibitors of human phospholipase C beta3 | Q01970 | Purified PLC-beta3, fluorogenic substrate, fluorescence | inhibition, % at 12.2 µM | 0.18% of 370,000 active | AID 720704; in the data active = inhibition above about 11%;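 also: 0% = median of compound wells on plate and 100% = full blocker control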
DAX1 inh-2: inhibitors of human orphan nuclear receptor DAX1 (NR0B1); P51843; 0.99% of 340,000 active; AID 504766; inhibition, % at 6.75 µM; HEK293 Gal4-DAX1 luciferase reporter, luminescence;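 active = inhibition above the mean over all tested compounds plus 3 SD, cut at about 4.2% in these data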;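 also: 0% = DAX1-transfected cells with DMSO and 100% = empty-vector control cells with DMSO; inhibition shows as a rise in luminescence from relieved DAX1 repression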
hgDAF12 agonist: agonists of H. glycines DAF-12 nuclear receptor; 1.8% of 370,000 active; HEK293 GAL4-hgDAF12 UAS-luciferase reporter, agonist luminescence; normalized to butyrate control; AID 687014; activation, % at 6.8 µM;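 active = activation above a cutoff set at the mean of all screened compounds plus 3 SD, cut at about 10% in these data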;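 also: 0% = DMSO wells and 100% = sodium butyrate wells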
* = called active by the depositor.

Results for COc1ccc(C2=NS(=O)(=O)N(C)C(C(=O)N3CCC(C(N)=O)CC3)=C2)cc1 ?
FXN GAA850 act: 0.5; DAX1 inh-1: -0.7; ADAM17 inh: -9; HGIII-sPLA2 inh: 6; ADAM10 inh: -38; PLCg1 inh: -116; ssDAF12 agonist: -0.9; hcDAF-12 act: -1.4; PLC-beta3 inh: -134; DAX1 inh-2: 0.4; hgDAF12 agonist: -3.4

How did CN(C)c1nc(OCCNC(=O)Nc2ccccc2)nc(N(C)C)n1 do in these assays?
FXN GAA850 act: -1.5; DAX1 inh-1: -0.2; ADAM17 inh: -5; HGIII-sPLA2 inh: -1; ADAM10 inh: -5; PLCg1 inh: 2; ssDAF12 agonist: -1.1; hcDAF-12 act: -1.3; PLC-beta3 inh: 1; DAX1 inh-2: 0.0; hgDAF12 agonist: -1.3

How did Cc1cc(C(=O)Nc2ccc(F)cc2)n(-c2ccccc2)n1 do in these assays?
DAX1 inh-1: -1.1; ADAM17 inh: 5; HGIII-sPLA2 inh: 4; ADAM10 inh: -7; PLCg1 inh: 1; ssDAF12 agonist: -0.8; hcDAF-12 act: -1.3; PLC-beta3 inh: 2; hgDAF12 agonist: 0.0

Results for Cc1cc(C)cc(NC(=O)Nc2ccc(Cl)cn2)c1 ?
FXN GAA850 act: -0.7; DAX1 inh-1: -0.2; ADAM17 inh: 1; HGIII-sPLA2 inh: 0; ADAM10 inh: 1; PLCg1 inh: -1; ssDAF12 agonist: -1.0; hcDAF-12 act: 0.9; PLC-beta3 inh: 1; DAX1 inh-2: -1.1; hgDAF12 agonist: 1.3

How did CCOC(=O)c1sc(-n2[nH]c(C)cc2=O)nc1C do in these assays?
FXN GAA850 act: -1.9; DAX1 inh-1: -0.1; ADAM17 inh: -2; HGIII-sPLA2 inh: -7; ADAM10 inh: 11; PLCg1 inh: -4; ssDAF12 agonist: -1.4; hcDAF-12 act: -1.0; PLC-beta3 inh: -5; DAX1 inh-2: -1.5; hgDAF12 agonist: -2.3

What do the screens show for `COc1ccc(C)cc1NC(=S)N1CC(C)OC(C)C1` (stereo not given)?
FXN GAA850 act: -1.5; DAX1 inh-1: 0.8; ADAM17 inh: 0; HGIII-sPLA2 inh: 2; ADAM10 inh: 6; PLCg1 inh: 3; ssDAF12 agonist: -0.3; hcDAF-12 act: 0.1; PLC-beta3 inh: 0; DAX1 inh-2: 0.6; hgDAF12 agonist: -1.1

Results for CC(=O)c1cccc(S(=O)(=O)Nc2c(C)nn(C)c2C)c1 ?
FXN GAA850 act: -0.1; DAX1 inh-1: -0.7; ADAM17 inh: 1; HGIII-sPLA2 inh: 3; ADAM10 inh: 9; PLCg1 inh: 5; ssDAF12 agonist: -0.8; hcDAF-12 act: -0.6; PLC-beta3 inh: 3; DAX1 inh-2: -0.4; hgDAF12 agonist: -2.4

Results for C[C@@H]1CCCCO[C@H](CN(C)C(=O)Cc2ccccc2)[C@@H](C)CN([C@H](C)CO)C(=O)c2cc(NC(=O)Nc3ccccc3)ccc2O1 ?
FXN GAA850 act: -4.8; DAX1 inh-1: -0.7; ADAM17 inh: 4; HGIII-sPLA2 inh: -34; ADAM10 inh: 6; PLCg1 inh: -1; ssDAF12 agonist: -0.7; hcDAF-12 act: 3.7; PLC-beta3 inh: 1; DAX1 inh-2: -0.9; hgDAF12 agonist: -1.2

How did CSc1ncccc1C(=O)OCC(=O)NC1CCS(=O)(=O)C1 (stereo not given) do in these assays?
FXN GAA850 act: 1.4; DAX1 inh-1: 0.3; ADAM17 inh: -4; HGIII-sPLA2 inh: 1; ADAM10 inh: -3; PLCg1 inh: -1; ssDAF12 agonist: -0.6; hcDAF-12 act: 0.3; PLC-beta3 inh: 1; DAX1 inh-2: 1.2; hgDAF12 agonist: 3.1

How did Cc1ccnc(Nc2nc(-c3ccc(F)cc3)cs2)c1 do in these assays?
FXN GAA850 act: 4.1; DAX1 inh-1: 0.8; ADAM17 inh: 5; HGIII-sPLA2 inh: -4; ADAM10 inh: 5; PLCg1 inh: -3; ssDAF12 agonist: -1.0; hcDAF-12 act: 6.4*; PLC-beta3 inh: -6; DAX1 inh-2: 0.4; hgDAF12 agonist: 12*

What do the screens show for `COc1ccc(C2=NN(C(C)=O)C(c3ccccc3)C2)cc1` (stereo not given)?
FXN GAA850 act: 6.1; DAX1 inh-1: 0.6; ADAM17 inh: -9; HGIII-sPLA2 inh: 12; ADAM10 inh: -16; PLCg1 inh: -7; ssDAF12 agonist: -0.3; hcDAF-12 act: -0.1; PLC-beta3 inh: -4; DAX1 inh-2: 1.0; hgDAF12 agonist: 8.2

How did COCCCNC(=O)[C@@H](Cc1ccccc1)NC(=O)[C@H]1O[C@@H](n2ccc(=O)[nH]c2=O)[C@H](O)[C@@H]1O do in these assays?
DAX1 inh-1: 0.8; ADAM17 inh: -3; HGIII-sPLA2 inh: -2; ADAM10 inh: -3; PLCg1 inh: 1; ssDAF12 agonist: -1.6; hcDAF-12 act: 0.6; PLC-beta3 inh: -2; hgDAF12 agonist: -1.6

How did O=C(c1ccccc1F)n1c2c(c3ccccc31)CCCC2 do in these assays?
FXN GAA850 act: -1.3; DAX1 inh-1: -0.1; ADAM17 inh: 0; HGIII-sPLA2 inh: 1; ADAM10 inh: 4; PLCg1 inh: -1; ssDAF12 agonist: -1.0; hcDAF-12 act: 1.8; PLC-beta3 inh: -4; DAX1 inh-2: 2.0; hgDAF12 agonist: -1.1

Results for CN(CCOc1ccccc1)CC(=O)Nc1cc([N+](=O)[O-])ccc1Cl ?
FXN GAA850 act: 0.7; DAX1 inh-1: -0.4; ADAM17 inh: -1; HGIII-sPLA2 inh: 0; ADAM10 inh: 6; PLCg1 inh: 2; ssDAF12 agonist: -1.1; hcDAF-12 act: -2.2; PLC-beta3 inh: -4; DAX1 inh-2: -0.5; hgDAF12 agonist: -1.1

What do the screens show for `CN(C)c1nc(/C=C(\C#N)C(N)=O)c(Cl)n1-c1ccc(F)cc1`?
FXN GAA850 act: -0.9; DAX1 inh-1: 1.4; ADAM17 inh: 1; HGIII-sPLA2 inh: -2; ADAM10 inh: 0; PLCg1 inh: -21; ssDAF12 agonist: -1.5; hcDAF-12 act: 0.1; PLC-beta3 inh: -23; DAX1 inh-2: -0.5; hgDAF12 agonist: 2.0

What do the screens show for `O=C(O)CNS(=O)(=O)c1ccc(Br)s1`?
FXN GAA850 act: -2.0; DAX1 inh-1: 0.6; ADAM17 inh: -2; HGIII-sPLA2 inh: -13; ADAM10 inh: 4; PLCg1 inh: 0; ssDAF12 agonist: -1.0; hcDAF-12 act: -0.3; PLC-beta3 inh: 0; DAX1 inh-2: 0.0; hgDAF12 agonist: -1.6

How did COc1ccc(N2CCN(C(=O)c3cc(=O)c4cc(C)cc(C)c4o3)CC2)cc1 do in these assays?
FXN GAA850 act: 1.9; DAX1 inh-1: 0.0; ADAM17 inh: 3; HGIII-sPLA2 inh: 4; ADAM10 inh: -1; PLCg1 inh: 3; ssDAF12 agonist: -1.1; hcDAF-12 act: -0.8; PLC-beta3 inh: -6; DAX1 inh-2: 1.9; hgDAF12 agonist: 0.5

How did CCCn1c(SCC(=O)NC2CCCC2)nc2c1c(=O)n(C)c(=O)n2C do in these assays?
FXN GAA850 act: 2.8; DAX1 inh-1: 0.2; ADAM17 inh: 2; HGIII-sPLA2 inh: 2; ADAM10 inh: 2; PLCg1 inh: 0; ssDAF12 agonist: -0.3; hcDAF-12 act: 0.5; PLC-beta3 inh: -6; DAX1 inh-2: 0.0; hgDAF12 agonist: -2.1

Results for COc1cc(Cl)c(C)cc1NC(=O)COC(=O)C(NS(=O)(=O)c1ccc(Cl)cc1)C(C)O (stereo not given) ?
FXN GAA850 act: -1.8; DAX1 inh-1: -1.0; ADAM17 inh: 0; HGIII-sPLA2 inh: -18; ADAM10 inh: 4; PLCg1 inh: -3; ssDAF12 agonist: -0.9; hcDAF-12 act: -1.3; PLC-beta3 inh: -4; DAX1 inh-2: -0.3; hgDAF12 agonist: -0.9

Results for COc1ccccc1CCNC(=O)C1CCC(=O)N(Cc2cccc(F)c2)C1 (stereo not given) ?
FXN GAA850 act: 0.1; DAX1 inh-1: 0.4; ADAM17 inh: -1; HGIII-sPLA2 inh: 7; ADAM10 inh: -1; PLCg1 inh: 0; ssDAF12 agonist: -0.7; hcDAF-12 act: -0.4; PLC-beta3 inh: -5; DAX1 inh-2: 1.2; hgDAF12 agonist: 4.9

How did NC(=O)C1=C[C@@H](C2CCCCC2)C[C@@H](OCc2ccc(CO)cc2)O1 do in these assays?
FXN GAA850 act: 6.2; DAX1 inh-1: 0.1; ADAM17 inh: 0; HGIII-sPLA2 inh: -24; ADAM10 inh: 1; PLCg1 inh: 0; ssDAF12 agonist: -0.8; hcDAF-12 act: 1.5; PLC-beta3 inh: -4; DAX1 inh-2: -0.5; hgDAF12 agonist: -2.4

What do the screens show for `COc1ccc(CCNC(=O)CN(c2ccccc2)S(C)(=O)=O)cc1OC`?
FXN GAA850 act: -0.9; DAX1 inh-1: 1.0; ADAM17 inh: -5; HGIII-sPLA2 inh: 5; ADAM10 inh: 8; PLCg1 inh: -3; ssDAF12 agonist: -0.9; hcDAF-12 act: -2.2; PLC-beta3 inh: 2; DAX1 inh-2: 0.2; hgDAF12 agonist: 1.6

How did CN(CC(=O)Nc1ccccc1Oc1ccccc1)Cc1ccccc1F do in these assays?
FXN GAA850 act: 2.1; DAX1 inh-1: -0.7; ADAM17 inh: 3; HGIII-sPLA2 inh: -10; ADAM10 inh: 11; PLCg1 inh: 2; ssDAF12 agonist: -1.2; hcDAF-12 act: -1.8; PLC-beta3 inh: -1; DAX1 inh-2: 1.3; hgDAF12 agonist: -1.6

Results for CN(C)c1nc(SCC#N)nc(N2CCOCC2)n1 ?
FXN GAA850 act: 4.0; DAX1 inh-1: -0.3; ADAM17 inh: -2; HGIII-sPLA2 inh: 1; ADAM10 inh: -1; PLCg1 inh: -2; ssDAF12 agonist: -1.5; hcDAF-12 act: -2.1; PLC-beta3 inh: 0; DAX1 inh-2: 0.3; hgDAF12 agonist: -1.2

What do the screens show for `O=C(Nc1cc(Cl)ccc1N1CCCC1)C1=NN(c2ccccc2)C(=O)CC1`?
FXN GAA850 act: -1.3; DAX1 inh-1: 1.0; ADAM17 inh: -2; HGIII-sPLA2 inh: 1; ADAM10 inh: -3; PLCg1 inh: -4; ssDAF12 agonist: -1.0; hcDAF-12 act: -0.7; PLC-beta3 inh: 1; DAX1 inh-2: 0.5; hgDAF12 agonist: 2.6

How did O=C(O)CCn1c(=O)c2ccccc2c2ccccc2c1=O do in these assays?
FXN GAA850 act: -2.6; DAX1 inh-1: -0.3; ADAM17 inh: -4; HGIII-sPLA2 inh: 8; ADAM10 inh: -7; PLCg1 inh: 2; ssDAF12 agonist: -0.4; hcDAF-12 act: -0.2; PLC-beta3 inh: 2; DAX1 inh-2: -0.4; hgDAF12 agonist: -2.4

This is a random part of the collection; any-hit rate near 6.9%.
